NPYLR7 ag – activates Aedes aegypti NPYLR7 receptor | actives 0.15% (n = 270,000) | activation, % at 10 µM | HEK293T NPYLR7/Galpha15, GCaMP6s calcium fluorescence; in the data active means activation above about 40%;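 further: 0% = vehicle and 100% = reference agonist at the receptor; some compounds past the cut are filed as inactive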
mcGAS inh – inhibitors of mouse cGAS | Q8C6L5 | recombinant cGAS, Kinase-Glo ATP depletion luminescence | inhibition, % at 12.5 µM | actives 0.15% (n = 160,000);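 further: 0% = negative control wells and 100% = reference inhibitor with no enzyme activity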
hcGAS lum – human cGAS inhibition; actives 0.081% (n = 290,000); inhibition, % at 12.5 µM; AID 1259398; recombinant h-cGAS, ATP depletion, Kinase-Glo luminescence; Q8N884;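 further: 0% = vehicle reaction and 100% = reaction without DNA for no activity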
Target sequence (Q8N884 whole entry, looked up): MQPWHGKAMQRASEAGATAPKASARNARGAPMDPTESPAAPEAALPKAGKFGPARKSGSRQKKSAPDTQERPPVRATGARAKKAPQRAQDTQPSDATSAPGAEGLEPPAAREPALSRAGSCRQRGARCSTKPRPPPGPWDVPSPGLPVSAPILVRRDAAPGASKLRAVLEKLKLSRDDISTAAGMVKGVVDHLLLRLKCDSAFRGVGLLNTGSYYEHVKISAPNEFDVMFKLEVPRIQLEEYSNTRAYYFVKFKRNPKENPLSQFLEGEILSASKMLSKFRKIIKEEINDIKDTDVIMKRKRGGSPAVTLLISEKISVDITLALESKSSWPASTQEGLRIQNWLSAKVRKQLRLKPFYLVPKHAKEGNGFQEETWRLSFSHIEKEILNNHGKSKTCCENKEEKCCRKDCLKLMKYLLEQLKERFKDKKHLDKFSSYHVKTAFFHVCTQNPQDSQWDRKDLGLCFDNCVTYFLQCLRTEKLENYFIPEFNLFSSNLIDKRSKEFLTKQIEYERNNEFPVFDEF
* hit, by the source's call; . = not tested or not shown; & = joins results of further samples. Unless noted, no stated cut-off is given here; in the data, active means inhibition above about 40%; inactive means the rest.

Each structure is followed by: NPYLR7 ag	mcGAS inh	hcGAS lum
(1) CCCCc1ccc(C(=O)Nc2ccc(NC(=O)c3ccc(CCCC)cc3)c3c2C(=O)c2ccccc2C3=O)cc1
→ 8	-6	-6
(2) O=C(CCC1CCCC1)N1CCC2(CC1)CC(OCc1ccccc1)CCO2 (centres undefined)
→ .	-6	-15
(3) COc1cccc2ccc(CN3CCN(c4ccc(C(C)=O)cc4)CC3)nc12
→ 1	18	-6
(4) CCN(CC(=O)NCc1ccc(Cl)cc1)Cc1nc2ccccc2c(=O)[nH]1
→ 13	.	-16
(5) CCOC(=O)C1CCCCN1CC(=O)N1N=C(c2ccc(OC)cc2OC)CC1c1ccc(F)cc1 (centres undefined)
→ -2	-5	-3
(6) CC(CNC(=O)c1cccc(F)c1)N(C)C(=O)c1cccc(F)c1 (centres undefined)
→ 7	.	-12
(7) CC(C)CC(=O)N(Cc1nccn1Cc1cccc(F)c1)C(C)C
→ 7	-4	-2
(8) Cc1c(-c2ccccc2)oc2c(C(=O)OCCN3CCCCC3)cccc2c1=O
→ -4	-2	1
(9) Cc1nc2ccccc2c(C)c1CC(=O)NC1CCCCCC1
→ -1	-9	-8
(10) CCCCc1cnc2c(c1SCC(=O)Nc1nccs1)c(=O)n(C)c(=O)n2C
→ 7	-7	-8
(11) CCN1CCN(c2cc(C)nc3nc(CN4CCC5(CC4)OCCO5)nn23)CC1
→ .	-4	-5
(12) COc1ccc(-c2cc(C(=O)N3CCN(c4ccccc4OC)CC3)n3nc(C(C)(C)C)cc3n2)cc1
→ 2&17	-7&-5	-5&-1
(13) Cc1ccc(C)c(S(=O)(=O)NCCn2nc(-c3ccc(F)cc3)ccc2=O)c1
→ -5	-8	-5
(14) COc1ccccc1CCNC(=O)C(C1CCCC1)N1CCN(C(=O)c2cccc([N+](=O)[O-])c2)CC1 (centres undefined)
→ -8	-4	-5
(15) O=C(Nc1cccc(-n2cccn2)c1)C1CCCN(Cc2ccc3c(c2)OCCO3)C1 (centres undefined)
→ 5	.	-7&-3
(16) CCn1ccnc1CN(C)c1cc(N2CCOCC2)nc(N)n1
→ 7	.	-8
(17) O=c1n(Cc2nnc(-c3ccccc3)o2)nc2ccccn12
→ 2	-17	-9
(18) COc1cc(-c2cc(-c3ccccc3CO)cnc2N)cc(OC)c1OC
→ -3	-2	-5
(19) CCOc1cccc2cc(-c3nnc(-c4cccc(F)c4)o3)c(=O)oc12
→ -7	-6	-6
(20) CN(C)c1ccc(/C=C2\N=C(c3cccc4ccccc34)OC2=O)cc1
→ 10	-4	-4

Each structure is followed by: NPYLR7 ag	mcGAS inh	hcGAS lum
(21) CN1CCN(c2ccc(Cl)cc2NC(=O)COc2ccc(C#N)cc2)CC1
→ -3	.	0
(22) Cc1ccnc(Nc2ccc(NCCNC(=O)CCc3ccccc3)nn2)c1
→ 12	.	-7
(23) C=C(Br)Cn1c(C2CC(=O)N(c3ccccc3OC)C2)nc2ccccc21 (centres undefined)
→ -12	.	6
(24) CCCNC(=O)C1(C)CCCN(CCOc2ccccc2)C1 (centres undefined)
→ 0	-1	2
(25) CCC1(CO)CCCN(c2ncc(C(F)(F)F)cc2Cl)C1 (centres undefined)
→ 7	.	-6
(26) CC(=O)NC(=O)c1cc2ccc(OC(C)=O)cc2oc1=Nc1ccc(C)cc1
→ -5	.	2
(27) CCOC(=O)C1(Cc2ccccc2)CCN(Cc2ccc(CC)o2)CC1
→ 5	.	-8
(28) Cc1noc(-c2ccccc2C(=O)NCC(O)Cc2ccccc2)n1 (centres undefined)
→ 0	.	-4
(29) COCCN(CC(=O)N1CCc2sccc2C1COc1ccccc1OC)C(=O)c1cccs1 (centres undefined)
→ -1	-5	-4
(30) O=C(c1ccco1)N(CCN1CCCCC1)Cc1csc(COc2cc(Cl)ccc2Cl)n1
→ .	-3	-2
(31) CCN(CC)c1ccc(CN(C(=O)C2CCC2)C2CC2)c(OS(C)(=O)=O)c1
→ -1	-4	-2
(32) C=CCN1C(=O)C(O)(CC(=O)c2ccco2)c2cc(Br)ccc21 (centres undefined)
→ 2	.	-7
(33) O=C(C1CCCC1)N(Cc1c(-c2ccccc2F)noc1N1CCOCC1)CC1CCCO1 (centres undefined)
→ 7	-5	-4
(34) CCOC(=O)[C@@H]1C[C@H]2CN(CCOC)C(=O)c3cccc(c32)N1C(=O)C1CCCC1
→ -1	-8	-6
(35) CC(c1ccc(-c2ccc(-c3nnc(N)s3)cc2)cc1)N1CCOCC1 (centres undefined)
→ .	-8	-3
(36) CC(NC(=O)CN1CN(c2ccccc2)C2(CCN(C(=O)/C=C/c3ccc([N+](=O)[O-])cc3)CC2)C1=O)c1ccccc1 (centres undefined)
→ 21	-5	-5
(37) Cc1cccnc1C(NC(=O)C1CCN(CCCOc2ccccc2)CC1)c1ccccc1 (centres undefined)
→ 8	-2	-3
(38) COC(=O)CCc1c(C)nn(-c2ccc(C(=O)NCc3cccnc3)cc2)c1C
→ 2	-5	-6
(39) COC(=O)c1sc(NC(=O)CCCl)c(C(=O)OC)c1C
→ -8	-6	-6
(40) CC(C)(C)SCC(=O)Nc1ccc(Br)cc1C(N)=O
→ -3	0	3

A different layout for part of the listing above:
22	Cc1ccnc(Nc2ccc(NCCNC(=O)CCc3ccccc3)nn2)c1
23	C=C(Br)Cn1c(C2CC(=O)N(c3ccccc3OC)C2)nc2ccccc21 (centres undefined)
24	CCCNC(=O)C1(C)CCCN(CCOc2ccccc2)C1 (centres undefined)
25	CCC1(CO)CCCN(c2ncc(C(F)(F)F)cc2Cl)C1 (centres undefined)
26	CC(=O)NC(=O)c1cc2ccc(OC(C)=O)cc2oc1=Nc1ccc(C)cc1
assay / entry	22	23	24	25	26
NPYLR7 ag	12	-12	0	7	-5
mcGAS inh	.	.	-1	.	.
hcGAS lum	-7	6	2	-6	2

Further structures follow.
Each structure is followed by: NPYLR7 ag	mcGAS inh	hcGAS lum
(41) Cc1ccc(-c2cc(CNC(=O)CCNC(=O)OC(C)(C)C)on2)cc1
→ 13	.	-1
(42) COC(=O)N1CCCc2cc(NS(=O)(=O)NCc3ccccc3)ccc21
→ 6	.	-3
(43) CCOC(=O)c1ccc2c(c1)nc(SCc1ccccc1C#N)n2CCOC
→ -6	-4	-4
(44) COc1ccccc1C1C(N2CSCC2=O)C(=O)N1CCc1ccccc1 (centres undefined)
→ 21	.	8
(45) CCCCCC1=C(C(C)=O)C(=N)C(C#N)C1(C#N)C#N (centres undefined)
→ 16	-3	-2
(46) CC(c1ccc2ccccc2c1)N(C)C1CCN(C(=O)C2CC2)CC1 (centres undefined)
→ -1	.	-8
(47) O=C(Cc1cc(-c2ccc(Cl)cc2)on1)NCCC1=CCCCC1
→ 7	-7	-5
(48) CCOc1ccccc1NC(=O)c1cc2c(CO)cnc(C)c2oc1=Nc1ccc(OC)cc1
→ 3	-1	-2
(49) CCOC(=O)c1cc(-c2ccc(N3CCN(C(=O)c4oc5ccccc5c4C)CC3)cc2)n(-c2ccccc2Cl)n1
→ 3	-7	-5
(50) CCSc1ncc(CN2CC[C@@H](N(C)CCc3ccccn3)[C@H](O)C2)cn1
→ 15	.	-7
(51) O=C(NCc1ccco1)N1CCN(c2ccccn2)CC1
→ -8	.	2
(52) CNS(=O)(=O)CC1CCCN1c1ccc(F)cc1C#N (centres undefined)
→ -23	.	-5
(53) O=C(CCOc1ccccc1)N1CCC(n2c(-c3ccccc3)nc3ccc(F)cc32)CC1
→ 11	-7	-5
(54) Cc1ccnc(NCCN2CC(=O)N3CC[C@@H](O)C[C@H]3C2=O)c1
→ -3	.	-1
(55) O=C1CN(C(=O)c2cc(C3CC3)nn2-c2ccccc2)CCN1
→ 7	-9	-10
(56) O=C(NC1CCCC1)c1ccc(F)cc1I
→ 4	.	-10
(57) Cc1ncoc1C(=O)N1CCN([C@H]2C[C@H]3C[C@@H](c4ccccc4)OC[C@@]3(C)C2)CC1
→ 4	-4	-4
(58) CC1CN(C)CCN1C(=O)c1nnn(-c2cccc(F)c2)c1C1CC1 (centres undefined)
→ 18	-17	-5
(59) c1ccc2cc(OCc3nc4ccccc4[nH]3)ccc2c1
→ 1	.	-5
(60) Cc1occc1C(=O)N1CCN(S(=O)(=O)c2ccc(Cl)c(Cl)c2)CC1
→ 4&3	-3	-5&4

Each structure is followed by: NPYLR7 ag	mcGAS inh	hcGAS lum
(61) O=c1c2ccccc2cnn1-c1ccccc1C(F)(F)F
→ 9	-17	-10
(62) O=S(=O)(NC1CCCCC1)c1ccccc1Br
→ -3	-6	-6
(63) Cc1ccc(C(=O)N2CCCC(OCc3ccc(F)cc3)C2)cc1 (centres undefined)
→ 11	-4	-3
(64) Cn1c(=NC(=O)C2COc3ccccc3O2)sc2ccccc21 (centres undefined)
→ -4	.	-2
(65) CCOC(=O)CCC(=O)Nc1ccc(-n2nc(OCC(C)C)nc2-c2ccc(Cl)c(Cl)c2)cc1
→ .	-5	3
(66) CCOC(=O)[C@@H]1CN(S(=O)(=O)C(C)C)[C@H]2c3ccc(OC)cc3O[C@@H]12
→ 0	-8	-3
(67) CCc1ccc(Nc2cc(C#N)ccn2)cc1
→ 4	.	7
(68) CSCCCNC(=S)NC1CCOc2ccccc21 (centres undefined)
→ 3	-6	-4
(69) COc1ccc(C(=O)N(Cc2ccccc2)Cc2ccc(OS(C)(=O)=O)cc2)cc1
→ 16	-4	-3
(70) COc1ccc(NC(=O)c2ccncc2Cl)c(NC(=O)C(C)C)c1
→ -5	.	-6
(71) O=c1ccc(S(=O)(=O)N2CCCC2)cn1Cc1cc(=O)n2ccsc2n1
→ 9	.	2
(72) NC(=O)c1cc2n(n1)C(C(F)(F)F)CC(c1cccs1)N2 (centres undefined)
→ -3	.	0
(73) CC1C(=O)N(c2cccc(Br)c2)CCN1C(=O)Nc1ccccc1 (centres undefined)
→ 4	.	-4
(74) COc1cc(-c2nnc3s/c(=C\c4ccc(C)o4)c(=O)n23)cc(OC)c1OC
→ 3	.	0
(75) Cc1cc(CN2CCN(C(=O)Cn3ncc4ccccc43)CC2)on1
→ 1	.	5
(76) COc1cc(C(=O)N2CC[C@@](C)(O)[C@@H](Cc3ccccc3)C2)ccn1
→ -2	.	4
(77) N#Cc1ccc(COC2C[C@](OCc3cccc(C(F)(F)F)c3)(C(=O)NCCN3CCCC3)C[C@@H](O)[C@H]2O)cc1 (some centres undefined)
→ 6	-6	6
(78) CN=c1scc(-c2ccc(OC(F)F)cc2)n1N=Cc1ccc(OC)cc1
→ -8	.	-4
(79) CCOc1ccc(Cl)cc1CN(C)Cc1cc2n(n1)CCCNC2
→ 16	.	-2
(80) CCOCCn1cc(C2CCN(C(=O)c3ccc(Cl)nc3)CC2)c2ccccc21
→ 0	-7	-5

Each structure is followed by: NPYLR7 ag	mcGAS inh	hcGAS lum
(81) Nc1cc(-c2ccc(Cl)cc2)nn1-c1ccc(C(=O)NCc2cccnc2)cc1
→ -6	-2	-4
(82) COC(=O)c1cc(CC#N)c(C)o1
→ -6	-2	0
(83) CCc1nc2ccc(C(=O)N(C)Cc3ccco3)cn2c1N(C)CCC(C)C
→ -6	-1	-3
(84) CC[C@H]1CN(C(=O)NC(C)C)CC[C@H]1CC(=O)NCCN1CCCCC1
→ -7	-2	-2
(85) CCn1cnc(NC(=O)N2CCCC(c3ccccc3)CC2)n1 (centres undefined)
→ 7	.	-8
(86) C=CCn1c(SCc2ccc(OC)cc2)nnc1-c1ccccc1OC
→ .	-4	-4
(87) CCc1nc(CN(C)C(=O)c2cc(Cn3ccc4ccccc43)[nH]n2)no1
→ 2	.	-5
(88) CCc1[nH]n2c(=O)c(CC(=O)OC)c(C)nc2c1-c1ccccc1
→ -15	.	-2
(89) CC1CCC(C(=O)N(c2cc(C#CC(C)(C)C)sc2C(=O)O)C2CCC(O)CC2)CC1 (centres undefined)
→ -8	-2	6
(90) CCc1nnc(NC(=O)Cc2c(C)nc(C)[nH]c2=O)s1
→ 0	.	-7
(91) CCOC(=O)C1CCCN(C(=O)c2cnn(-c3cccc(F)c3)c2C(F)(F)F)C1 (centres undefined)
→ 21	-5	-6
(92) Cc1oc2c(C)c(O)ccc2c(=O)c1Oc1ccccc1Cl
→ 1	.	-8
(93) COC(=O)c1ccc(NC(=O)Cn2c3c(c(=O)n(C4CCCCC4)c2=O)CCC3)cc1
→ 1	-8	1
(94) COc1cccc(Cn2nc(C3CCN(S(C)(=O)=O)CC3)n(C)c2=O)c1
→ -3	-8	-3
(95) Cc1cn2c3c(=O)n(CCCc4ccccc4)c(=O)n(C)c3nc2n1CC(C)C
→ 9	-8	-4
(96) COc1cccc(C=C2N=C(c3ccccc3F)OC2=O)c1OC(F)F
→ -1	-5	-6
(97) O=C(Nc1cccc(Cl)c1)C1=C(N2CCCCC2)/C(=C\c2ccccc2)CC1
→ 6	-16	-6
(98) O=C(CCN1C(=O)c2ccccc2S1(=O)=O)N1CCC2(CCCO2)CC1
→ 2	-8	-2
(99) c1ccc(CSc2ccc(-c3cccnc3)nn2)cc1
→ -4	-6	0
(100) CCSc1nc(CC(=O)NCCc2sccc2C)cs1
→ 12	-17	-2

Each structure is followed by: NPYLR7 ag	mcGAS inh	hcGAS lum
(101) CC(C)NC(=O)N(Cc1ccco1)Cc1cc(NC(=O)c2ccco2)ccc1N(C)C
→ 27	-9	-2
(102) CC(=O)Nc1ccc(SCCCC(=O)N2CCN(c3ccccc3F)CC2)nn1
→ -1	-9	-9
(103) CCc1nnc(CN(C)Cc2cccc(C(=O)Nc3ccnn3C)c2)o1
→ 1	.	-2
(104) COc1nccnc1N1CCC(O)(CO)CC1
→ 2	.	-8
(105) CCOC(=O)[C@@H]1[C@@H](OC)C(=O)N(C)C12CCN(C(=O)c1cc(C)oc1C)CC2
→ 30	-6	0
(106) COCCCN(Cc1ccc(OS(C)(=O)=O)cc1)C(=O)c1ccc(OC)cc1
→ 0	0	0
(107) NC(N)=NCC1COC2(CCCCC2)O1 (centres undefined)
→ 8&-1	-5	-5&-10
(108) COC(=O)c1c(NC(=O)Cn2nc([N+](=O)[O-])c(Br)c2C)sc2c1CCCC2
→ -3	-5	-4

Source: PubChem BioAssay

No enrichment for hits; any-hit rate near 0.27%.
